Screening results as filed in PubChem.
GPT2 inh = blocks human glutamate pyruvate transaminase 2; Q8TD30; Recombinant GPT2, coupled pyruvate oxidase/HRP Amplex Red fluorescence; Potency, µM (highest dose often 57.7 µM), without a hit: top-dose activity change, negative = inhibition, hits mostly inhibitors; 0.25% of 100,000 active; also: potency is read from the fitted curve at half-maximal effect; nearly all actives have a fitted effect of over 60% in size; many of its hits are not listed in these tables
Target sequence (Q8TD30 whole entry, looked up): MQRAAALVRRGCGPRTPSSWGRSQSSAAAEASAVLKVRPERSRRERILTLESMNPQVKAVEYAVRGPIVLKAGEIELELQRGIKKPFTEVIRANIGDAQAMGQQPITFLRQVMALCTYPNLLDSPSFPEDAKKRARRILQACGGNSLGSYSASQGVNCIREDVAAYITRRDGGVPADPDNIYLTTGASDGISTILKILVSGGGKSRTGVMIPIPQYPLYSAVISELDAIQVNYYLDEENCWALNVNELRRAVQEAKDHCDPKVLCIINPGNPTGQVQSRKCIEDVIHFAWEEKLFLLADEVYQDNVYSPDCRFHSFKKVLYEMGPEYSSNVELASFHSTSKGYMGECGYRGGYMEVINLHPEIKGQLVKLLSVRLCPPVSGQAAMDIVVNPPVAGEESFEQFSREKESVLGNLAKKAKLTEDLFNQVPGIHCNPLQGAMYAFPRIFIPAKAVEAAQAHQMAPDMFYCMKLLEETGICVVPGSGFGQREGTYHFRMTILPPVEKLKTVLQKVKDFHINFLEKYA
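Fluorescence read-out: pyruvate from GPT2 turnover coupled to pyruvate oxidase, HRP and Amplex Red (0.2mM ThPP, 0.2U/mL PO and HRP, 50uM Amplex final). Substrates 250uM a-KG, 2mM L-alanine; enzyme 10ng/uL; 30 min RT.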
SNCA viab count = cell viability loss counter-screen; HEK-293-SNCA-luc viability, GF-AFC fluorescence, 24 h; Potency, µM (top dose mostly 57.1 µM), without a hit: at the highest dose activity change, negative = cytotoxicity, usual class: cytotoxic; 0.12% of 150,000 active;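 also: potency is read from the fitted curve at half-maximal effect; 0% = DMSO-treated cells and -100% = medium-only wells without cells; nearly all actives have a fitted effect of over 30% in size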
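Cytotoxicity counterscreen: after 24 h compound treatment of genome-edited SNCA-luciferase HEK-293 cells, live-cell protease substrate GF-AFC read by fluorescence after 30 min; activity scaled between DMSO (0%) and medium-only (-100%), curves Hill-fitted.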
SNCA expr inh = reduces expression of the alpha-synuclein gene. HEK-293 SNCA-luciferase knock-in, luminescence, 24 h. Potency, µM (series often up to 57.2 µM), without a hit: at the top dose activity change, negative = inhibition, actives largely listed as inhibitors. 0.17% of 140,000 active;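 also: potency is read from the fitted curve at half-maximal effect; plate controls were DMSO cells for no effect and cell-free wells for full effect; nearly all actives have a fitted effect of over 45% in size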
3T3 cytotox = cytotoxic compounds in NIH 3T3 cells; 4.3% of 94,000 active; AID 1345082; NIH 3T3 viability, CellTiter-Glo ATP luminescence, 48-72 h; Potency, µM (top dose mostly 96.7 µM), inactives show top-dose activity change, negative = cytotoxicity, actives largely listed as inhibitors; also: potency is read from the fitted curve at half-maximal effect; nearly all actives have a fitted effect of over 55% in size
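Viability of NIH 3T3 cells after 48 or 72 hr compound treatment at 37 °C was assessed by CellTiter-Glo, with luminescence imaged following a 10 min room-temperature step.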
Luciferase inh = Photinus pyralis luciferase inhibition. 2.5% of 76,000 active. Potency, µM (top dose mostly 115 µM), without a hit: top-dose activity change, negative = inhibition, hits mostly inhibitors. purified P. pyralis luciferase, luminescence, biochemical. P08659; also: potency is read from the fitted curve at half-maximal effect; nearly all actives have a fitted effect of over 65% in size
Target sequence (P08659 whole entry, looked up): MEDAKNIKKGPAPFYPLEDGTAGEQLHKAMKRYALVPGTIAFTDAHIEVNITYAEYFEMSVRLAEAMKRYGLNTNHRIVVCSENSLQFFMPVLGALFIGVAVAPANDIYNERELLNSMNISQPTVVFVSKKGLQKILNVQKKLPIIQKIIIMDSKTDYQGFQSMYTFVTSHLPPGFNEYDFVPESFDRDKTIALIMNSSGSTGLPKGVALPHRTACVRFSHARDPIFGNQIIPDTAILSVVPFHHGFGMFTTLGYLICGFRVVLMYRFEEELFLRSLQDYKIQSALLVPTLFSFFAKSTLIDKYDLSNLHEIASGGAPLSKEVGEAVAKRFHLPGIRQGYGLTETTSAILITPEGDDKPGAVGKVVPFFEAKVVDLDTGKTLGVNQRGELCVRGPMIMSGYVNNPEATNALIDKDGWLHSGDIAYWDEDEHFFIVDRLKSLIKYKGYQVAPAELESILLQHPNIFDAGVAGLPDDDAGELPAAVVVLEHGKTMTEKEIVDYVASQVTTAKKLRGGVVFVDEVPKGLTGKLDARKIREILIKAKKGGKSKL
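Luminescence read by CCD imager after adding enzyme (10nM final) to wells holding compound, titrated in qHTS. Substrates 10uM each D-luciferin and ATP; buffer 50mM Tris acetate pH 7.5, 10mM Mg acetate, Tween-20, BSA.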
IP6K1 inhibitor = blocks human inositol hexakisphosphate kinase 1 | Q92551 | IP6K1 kinase, ADP-Glo luminescence, 2 h; hits give low values | activity change, % (series mostly up to about 58 µM) | 0.81% of 140,000 active; in the data active = activity change below about -25%
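ADP-Glo luminescence measures ADP made by human IP6K1 during a 2 h RT reaction with ATP/IP6 (mix at 1.3 mM/130 uM); top library doses 57.5 and 19.1 uM final.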
HEK cytotox = cytotoxic compounds in HEK 293 cells | HEK 293 viability, ATP luminescence (CellTiter-Glo), 48-72 h | Potency, µM (top dose mostly 115 µM), for inactives: at the top dose activity change, negative = cytotoxicity, hits mostly inhibitors | 6.6% of 94,000 active; also: potency is read from the fitted curve at half-maximal effect; nearly all actives have a fitted effect of over 60% in size
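Cells seeded first (HEK 293, 250 cells/well), then compound added by pintool. Incubation ran 48 or 72 hr at 37 degree Celsius. CellTiter-Glo was added and luminescence imaged after 10 min at room temperature.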
Numbers without * were called inactive; i = inactive; ? = inconclusive; . = not tested or not shown; & = joins results of further samples; [ ] = another dose, or the depositor's remark. Unless noted, calls follow the shape of the dose curve; as a rule, active = well fitted curve in the direction sought with a large enough effect; inconclusive = small, poorly fitted or top-dose-only effect, or another doubt; inactive = no such curve, though single readings can be large; an effect the other way counts as inactive or inconclusive. Unless noted, % is scaled to controls: 0 for no effect and ±100 for the full control effect.

SMILES | GPT2 inh | SNCA viab count | SNCA expr inh | 3T3 cytotox | Luciferase inh | IP6K1 inhibitor | HEK cytotox
CS(=O)(=O)N1Cc2ccccc2CC2(CCN(CC3CCNC3)C2)C1 (configuration not stated) | -11% | 3% | 2% | i | . | -9 | -1%
CCOc1ccc(-c2ncnn2-c2sc3c(c2C#N)CCCCC3)cc1 | . | -9% | 37%[activator] | . | . | 6 | .
Clc1ccc(CCNC(c2nnc(-c3ccccc3)o2)c2ccccc2Cl)cc1 (configuration not stated) | . | -8% | ? | . | . | 24 | .
CC(C)N1C(=O)C2(CCCC2)C1C(=O)Nc1cccnc1 (configuration not stated) | i | ? | -7% | -14% | -10% | -7 | i
COc1ccc(C2(C(=O)N[C@@H]3CN(c4ccncn4)C[C@H]3CN(C)C)CC2)cc1 | 0% | -2% | ? | -15% | 1% | 5 | -22%
Cc1ccc(C(=O)NCc2ccnc3[nH]ccc23)cc1 | -4%[88.5 µM] | 17%[87.6 µM] | 46%[activator][87.6 µM] | -2%[138 µM] | ? | -5 | 3%[172 µM]
Fc1ccc(-n2ncc3c(Nc4cccc(Cl)c4)ncnc32)cc1 | . | ? | 38%[activator] | . | . | 17 | .
CCCC(=O)N1Cc2ccccc2CC2(CCN(CC3CCOCC3)CC2)C1 | i | 9% | -3% | -1% | . | 5 | -7%
CCOCc1nc(C2CCCN2C(=O)Cc2cccc(OC)c2)no1 (configuration not stated) | i | 9% | 50%[activator] | -4% | 11% | 12 | -17%
Nc1c(S(=O)(=O)c2ccccc2)c2nc3ccccc3nc2n1-c1ccc(F)cc1 | i | -20% | . | . | . | -8 | .
Cc1nc2c(c(-c3ccc(O)cc3)n1)CN(Cc1ccccc1)CC2 | i | ? | 14%[87.6 µM] | ? | -9%[172 µM] | 0 | ?
CCCNC(=O)CC1CCCN(c2cnn(CC3CC3)c(=O)c2)C1 (configuration not stated) | i | 0% | 4% | -11% | 5% | 22 | 9%

Random excerpt: three records from the list.
SMILES | GPT2 inh | SNCA viab count | SNCA expr inh | 3T3 cytotox | Luciferase inh | IP6K1 inhibitor | HEK cytotox
Cc1ccc(C(=O)NCc2ccnc3[nH]ccc23)cc1 | -4%[88.5 µM] | 17%[87.6 µM] | 46%[activator][87.6 µM] | -2%[138 µM] | ? | -5 | 3%[172 µM]
Nc1c(S(=O)(=O)c2ccccc2)c2nc3ccccc3nc2n1-c1ccc(F)cc1 | i | -20% | . | . | . | -8 | .
Cc1nc2c(c(-c3ccc(O)cc3)n1)CN(Cc1ccccc1)CC2 | i | ? | 14%[87.6 µM] | ? | -9%[172 µM] | 0 | ?

The list goes on.
SMILES | GPT2 inh | SNCA viab count | SNCA expr inh | 3T3 cytotox | Luciferase inh | IP6K1 inhibitor | HEK cytotox
Cc1ccc(-n2ncc(C(=O)Nc3ccc4c(c3)OCO4)c2C2CCN(C(=O)OC(C)(C)C)CC2)cc1 | . | -40% | -17% | . | . | 21 | .
COc1cccc(NC(=O)c2oc3ccccc3c2NC(=O)c2cc3ccccc3o2)c1 | . | 11% | ? | . | . | 54 | .
CCOc1ccc(OCC)c(NC(=O)c2cc3n(n2)CC(c2ccc(Cl)cc2)OC3)c1 (configuration not stated) | -3% | 7% | 12% | i | 8% | 26 | 0%
O=C(C1Cn2cccc2C(=O)N1Cc1ccccc1)N1CCN(c2ncccn2)CC1 (configuration not stated) | i | 19% | 2% | -27% | -2% | 12 | 4%
C=CCn1c(-c2ccccc2Cl)cn2cc(C(=O)N3CCCC(O)C3)nc2c1=O (configuration not stated) | 4% | 6% | 5% | 2% | 2% | 19 | 1%
COc1cc(NC(=O)Cn2c(N3CCC(C)CC3)nc(C)cc2=O)cc(OC)c1 | -11% | -18% | ? | ? | 7% | 15 | ?
O=C(NCc1cccc(F)c1)C1CCN(c2nc3ccccc3nc2C(F)(F)F)CC1 | . | -5% | 21% | . | . | 24 | .
CC(C)Cc1cc(CNC(=O)C(c2ccccc2F)N(C)C)on1 (configuration not stated) | -7% | 3% | -1% | 0% | -8% | 15 | -3%
c1ccc(Oc2cc3c(cn2)NCCN(Cc2ccsc2)C3)cc1 | i | 6%[87.6 µM] | 11%[87.6 µM] | -23%[138 µM] | 3%[172 µM] | -29* | ?
Cc1ccc(NC(=O)N2CCCN(C(=O)C3CC3)C(c3ccccc3)CC(=O)NCC2)cc1C (configuration not stated) | 3% | -16% | -7% | -27% | -28% | 26 | -12%
COC(=O)[C@@H]1Cc2c([nH]c3ccccc23)[C@H]2C[C@H](NCCNC(C)=O)C[C@@H](c3ccccc3)N21 | -6% | -7% | 30%[activator] | ? | -24% | -14 | 89µM*
CCn1cc(CN2CCN(S(C)(=O)=O)CC2)ccc1=O | 0% | -6% | -2% | i | 1% | -9 | i
CCOc1ccccc1CN1C[C@@H](CO)[C@H](C2CCN(C(C)=O)CC2)C1 | -7% | -4%[12.5 µM] | 26% | 5% | 4% | -4 | -4%
CCc1ccc(-c2nc(C3CC(=O)N(c4ccc(C)cc4)C3)no2)cc1 (configuration not stated) | i | 8% | 7% | -4% | -13% | 0 | -3%
CCCS(=O)(=O)N1CCC2(CC1)CN(C)CC2COC (configuration not stated) | -29% | 6% | ? | -21% | 0% | 24 | -20%
Cn1c(Cn2cccn2)nnc1C1CC(NC(=O)c2cc(C#N)c[nH]2)C1 (configuration not stated) | 3% | 7% | -15% | -4% | -13% | 3 | -2%
CCOc1ccc(CC(=O)N2CCC[C@H]2c2nc(-c3ccccc3)no2)cc1 | i | -14% | -15% | ? | -6% | -3 | ?
CCc1ccc(CNC(=O)C2CCCN(c3nnc(C)c4c(C)n(-c5ccc(OC)cc5)nc34)C2)cc1 (configuration not stated) | . | -17% | -10% | . | . | -6 | .
CS(=O)(=O)c1ccc(-c2nnc(NC(=O)c3ccc4c(c3)OCCO4)o2)cc1 | . | 0% | -18% | . | . | 20 | .
CCCCN(C)S(=O)(=O)c1ccc(C(=O)Nc2sc3c(c2C(N)=O)CC(C)(C)NC3(C)C)cc1 | . | -1% | -5% | . | . | 15 | .
COc1ccccc1N1CCN(C(=O)C[C@@H]2O[C@H](CNS(=O)(=O)c3ccc(Cl)cc3)[C@@H](O)[C@H]2O)CC1 | i | 3% | 5% | -34% | 0% | 6 | -25%
Cc1cccc(C)c1-c1nnc2ccc(C(=O)NCCc3ccccc3F)cn12 | i | -9% | 6% | -12% | . | 0 | ?
Cc1ccc2nc(-c3ccc(F)cc3)c(NC(C)(C)CC(C)(C)C)n2c1 | . | 6% | 0% | . | . | 0 | .
COc1ccc(OC)c(NC(=O)Cn2c(=O)n(CC3CCCO3)c(=O)c3cc(OC)c(OC)cc32)c1 (configuration not stated) | . | -12% | 6% | . | . | -4 | .
COc1ccc(CNC(=O)c2c(OCC3CC3)cc(=O)n3c2CCOCC3)cc1 | i | -5% | -16% | -9% | -4% | -7 | -15%
Nc1nc(C2CC(N)C2)cc(N2CCCN(Cc3cccs3)CC2)n1 (configuration not stated) | ? | -25% | ? | ? | -4% | 11 | 45µM*
CCn1cc(C(=O)NCc2ccccc2Cl)c(=O)c2cc(S(=O)(=O)N3CCCCCC3)ccc21 | . | 11% | 12% | . | . | -7 | .
COc1cc(Nc2ncnc3onc(-c4ccc(Cl)cc4)c23)cc(OC)c1 | . | -8% | -19% | . | . | 8 | .
Cc1ccc2nc(-c3c[nH]c4ccccc34)c(Nc3ccccc3C)n2c1 | . | -10% | 154%[activator] | . | . | 1 | .
O=C1c2ccccc2C(=O)C1(c1ccccc1)N1CCN(c2cccc(C(F)(F)F)c2)CC1 | . | -2% | -12% | . | . | -1 | .
CN(C)C(=O)Oc1cccc([N+](C)(C)C)c1 | -4% | 1% | -21% | . | . | 0 | .
Cc1cn2cc(C(=O)N(C)CCO)cc(NC3CCOc4cccc(C)c43)c2n1 (configuration not stated) | i | -9% | . | . | . | 8 | .
Cc1cc(C)c(NC(=O)CSc2ncc3c(n2)-c2cc(Cl)ccc2N(C)S3(=O)=O)c(C)c1 | . | ? | ? | . | . | 20 | .
COc1ccc(-c2cc(N3CCC(NC(=O)c4ccc(OC)cc4C)C3)n[nH]2)cc1 (configuration not stated) | i | -12% | 38%[activator] | -12% | -3% | 0 | 10%
Cc1noc(-c2cn(C3CCN(C(=O)c4ccc(F)cc4)C3)nn2)n1 (configuration not stated) | ? | 14% | 12% | -8% | -4% | 0 | 9%
CCCn1cc2c3c(cccc31)CN(C(=O)c1ccccc1OC)CC2 | ? | 8% | -5% | ? | 0% | 33 | ?

By substructure, the entries above containing two or more sulfur atoms.
SMILES | GPT2 inh | SNCA viab count | SNCA expr inh | 3T3 cytotox | Luciferase inh | IP6K1 inhibitor | HEK cytotox
CCCCN(C)S(=O)(=O)c1ccc(C(=O)Nc2sc3c(c2C(N)=O)CC(C)(C)NC3(C)C)cc1 | . | -1% | -5% | . | . | 15 | .
Cc1cc(C)c(NC(=O)CSc2ncc3c(n2)-c2cc(Cl)ccc2N(C)S3(=O)=O)c(C)c1 | . | ? | ? | . | . | 20 | .

Other records follow:
SMILES | GPT2 inh | SNCA viab count | SNCA expr inh | 3T3 cytotox | Luciferase inh | IP6K1 inhibitor | HEK cytotox
O=S(=O)(N[C@H]1CO[C@H]2[C@@H]1OC[C@@H]2n1nnnc1Oc1ccc(-n2cncn2)cc1)c1cccs1 | -3% | 0% | -24% | -26% | -5% | 15 | -7%
COc1ccc2c(c1)OC[C@@H]1CN(C)C(=O)CCN(C(=O)c3ccccc3OC)[C@H]21 | . | . | . | ? | . | 12 | -22%
Cc1nn(C(C)C(=O)NC2CCCCC2)c(=O)c2c1sc1ccccc12 (configuration not stated) | . | 8% | 26% | . | . | -2 | .
Clc1cccc(Cl)c1NC1=NCCN1 | 3% | -16% | -6% | . | . | 0 | .
O=C(c1ccccc1OCC1CCCNC1)N1CCOCC1 (configuration not stated) | 1% | 5% | 11% | 4% | -13% | 13 | -1%
CCc1cccc(C)c1NC(=O)Cn1ccn(Cc2ccc(Cl)cc2)c(=O)c1=O | . | 1% | 9% | . | . | -4 | .
CC(=O)OC/C=C(\C)C(CC1C(C)=C(OC(C)=O)C(=O)C2C(C)(C)C(O)CCC12C)OC(C)=O (configuration not stated) | i | 1%[23.9 µM] | . | . | . | 23 | .
C=CC1C(OC2OC(CO)C(O)C(O)C2O)OC=C(C(=O)OC)C1CC(=O)OCC1C(C)C(O)CC1C(CO)COC(=O)CC1C(C(=O)O)=COC(OC2OC(CO)C(O)C(O)C2O)/C1=C\C (configuration not stated) | i | -3%[12.5 µM] | . | . | . | -15 | .
CCOC(=O)c1c(C)[nH]c(C)c1S(=O)(=O)N1CCC(C(=O)Nc2ccccn2)CC1 | . | -6% | 6% | . | . | -1 | .
O=C(NCc1cc2n(n1)CCNC2)C(c1ccccc1)C1CCCC1 (configuration not stated) | -17% | -7% | 7% | -13% | 1% | 16 | -17%
COc1cncc([C@@H](NC(=O)c2ccc3c(c2)OCO3)C2CC(O)C2)c1 (some centres not stated) | ? | -11%&0% | 7%&-23% | -13%&-19% | -3%&0% | -17&-3 | 1%
